High-throughput results deposited in PubChem by The Scripps Research Institute Molecular Screening Center.
proKLK7 act: activates the human kallikrein-7 zymogen | P49862 | purified proKLK7, EDANS-DABCYL substrate fluorescence; 100% is mature enzyme control, 0% vehicle | activation, % at 7 µM | actives 0.9% (n = 370,000);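 active = activation above the mean of all tested compounds plus 3 SD, computed per campaign excluding outliers beyond control limits, cut at about 13% in these data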
LEDGF integ inh: blocks HIV-1 LEDGF/p75-dependent DNA integration. TR-FRET IN-LEDGF/p75 DNA integration, Eu/Cy5. inhibition, % at 3.7 µM. actives 0.64% (n = 370,000);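 active = inhibition above the screen-wide mean plus 3 SD, cut at about 13% in these data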;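 also: signal is the Cy5 over europium emission ratio at 671 and 618 nm; 0% = plate median of compound wells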
Tn6 DDE FP: DD(E)-Tn6 binding inhibition, primary FP screen. P02675. Fibrin DD(E) TRITC-Tn6 fluorescence polarization displacement. inhibition, % at 8.3 µM. actives 0.21% (n = 370,000). AID 720509;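 active = inhibition above a per-campaign cutoff: mean of compounds within control limits plus 3 SD, cut at about 15% in these data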;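 also: 0% = median of all compound wells on the plate and 100% = blocking peptide control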
Target sequence (P02675 whole entry, looked up): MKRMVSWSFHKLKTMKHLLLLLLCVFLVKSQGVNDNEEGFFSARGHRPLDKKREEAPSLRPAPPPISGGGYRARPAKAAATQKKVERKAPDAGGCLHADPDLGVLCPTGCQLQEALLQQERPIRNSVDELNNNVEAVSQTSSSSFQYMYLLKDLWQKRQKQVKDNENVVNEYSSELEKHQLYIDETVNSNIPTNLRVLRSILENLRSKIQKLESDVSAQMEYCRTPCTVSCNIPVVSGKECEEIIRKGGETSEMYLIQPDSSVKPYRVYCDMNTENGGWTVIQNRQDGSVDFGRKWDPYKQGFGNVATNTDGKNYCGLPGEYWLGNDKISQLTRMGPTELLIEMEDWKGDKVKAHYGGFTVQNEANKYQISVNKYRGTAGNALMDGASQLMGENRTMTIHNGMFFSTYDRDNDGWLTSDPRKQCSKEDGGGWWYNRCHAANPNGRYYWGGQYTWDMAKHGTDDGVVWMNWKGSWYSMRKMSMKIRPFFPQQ
UHRF1 binding: blocks human UHRF1 binding to methylated DNA; actives 0.75% (n = 370,000); UHRF1 binding to methylated oligo, TR-FRET; Q96T88; inhibition, % at 4.4 µM; in the data active = inhibition above about 21%;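 also: UHRF1 SRA domain binding a hemimethylated CpG hairpin DNA probe; 0% = median of test compound wells and 100% = reference inhibitor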
TDP2 absorb: blocks human TDP2 phosphodiesterase activity; recombinant TDP2, T5PNP hydrolysis, p-nitrophenol absorbance 415 nm; inhibition, % at 12.8 µM; actives 0.34% (n = 370,000); AID 720702;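 active = inhibition above the mean of all tested compounds plus 3 SD, set per campaign, cut at about 25% in these data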;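 also: 0% = DMSO with enzyme and 100% = buffer with substrate but no TDP2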
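Evaluation: % inhibition relative to enzyme-containing and enzyme-free wells. Material: recombinant human TDP2. Benchmarks: enzyme-free and DMSO wells. Timing: enzyme reaction with compound for 2 h at 37 °C. Compound dosing: 12.8 µM only. Measured by: p-Nitrophenol epi absorbance. Reagent: T5PNP substrate at 5 mM, a TopII-DNA adduct mimic. Replication: single well per compound.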
Tn7 DDE FP: inhibitors of Tn7 peptide binding to human fibrin DD(E). P02675. FP displacement of FITC-Tn7 peptide from fibrin DD(E); 0% = median of compound wells per plate. inhibition, % at 8.3 µM. actives 0.13% (n = 370,000). AID 720508;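 active = inhibition above the mean of compounds falling within the control limits plus 3 SD of them, cut at about 14% in these data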;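 also: 0% = plate median of compound wells and 100% = 10 µM Aha-Tn7 peptide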
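System: human fibrin DD(E); quantity: Fibrin-DD(E) at 2 µM final; also added: fluorescent Tn7 probe at 0.1 µM; compound dosing: single nominal test concentration of 8.3 µM per compound; schedule: 10 min preincubation, 3 h with tracer, room temperature; detection: fluorescence polarization of the labelled Tn7 tracer; repeats: one replicate per compound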
TCR CD3 inh: inhibitors of human TCR-CD3 interaction | TAMRA-labeled TCR probe fluorescence, biochemical | inhibition, % at 9.4 µM | actives 0.37% (n = 360,000); in the data active = inhibition above about 19%;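 also: recombinant mutant TCR 2C K166C tagged with TAMRA read by polarization; 0% = receptor in buffer alone and 100% = receptor with positive control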
MBD2 DNA inh: inhibitors of human MBD2 binding to methylated oligonucleotide; actives 0.31% (n = 370,000); TR-FRET; Q9UBB5; AID 686964; inhibition, % at 4.4 µM; in the data active = inhibition above about 13%
Target sequence (Q9UBB5 whole entry, looked up): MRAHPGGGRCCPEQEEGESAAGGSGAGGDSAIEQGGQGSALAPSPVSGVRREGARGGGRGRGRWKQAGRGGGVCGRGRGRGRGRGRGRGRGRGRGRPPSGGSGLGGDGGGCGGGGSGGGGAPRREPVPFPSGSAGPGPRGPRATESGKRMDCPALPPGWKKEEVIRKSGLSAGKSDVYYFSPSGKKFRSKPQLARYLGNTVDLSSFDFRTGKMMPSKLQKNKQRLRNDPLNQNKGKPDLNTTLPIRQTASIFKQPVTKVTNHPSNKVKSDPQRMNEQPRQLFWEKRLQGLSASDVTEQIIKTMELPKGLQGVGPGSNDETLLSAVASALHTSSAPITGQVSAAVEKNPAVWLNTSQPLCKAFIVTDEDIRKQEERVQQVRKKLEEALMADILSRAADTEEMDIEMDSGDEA
SIAE primary: human SIAE inhibition, primary screen; actives 0.69% (n = 370,000); SIAE FP-Rh probe binding, fluorescence polarization; inhibition, % at 9.66 µM; AID 1053197;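 active = inhibition above a cutoff: mean of compounds within the control limits plus 3 SD of those, cut at about 17% in these data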;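 also: 0% = plate median of compound wells and 100% = probe without SIAE protein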
PRMT1 inh: blocks human protein arginine methyltransferase 1; recombinant PRMT1, activity-based probe fluorescence polarization; inhibition, % at 2.79 µM; actives 1.3% (n = 370,000);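 active = inhibition above about 21% made by adding two undisclosed values, limit read from the data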
Active calls of the source: *.

Every second line gives: proKLK7 act	LEDGF integ inh	Tn6 DDE FP	UHRF1 binding	TDP2 absorb	Tn7 DDE FP	TCR CD3 inh	MBD2 DNA inh	SIAE primary	PRMT1 inh
> O=C(Nc1ccc(Nc2ccccc2)cc1)c1c(F)c(F)c(F)c(F)c1F
    0.0	4	-5	5	-26	2	-7	2	15	2
> Cc1ccc2c(c1)nnn2C1CCN(S(=O)(=O)c2ccc(C(=O)N3CC(C)CC(C)C3)cc2)CC1 (stereo unspecified)
    0.4	-2	5	2	7	-2	-2	-1	-1	0
> COC(=O)c1cc(CNC(=O)C(C)NS(=O)(=O)c2ccc(C)c(C)c2)ccc1OC (stereo unspecified)
    0.3	-2	-4	-1	10	1	-4	3	3	-2
> Cc1ccc(C(=O)Nc2cccnc2N2CCN(C)CC2)cc1
    0.4	0	2	6	7	-1	1	1	-6	-3
> COc1ccc(NS(=O)(=O)c2ccc(C)c(C(=O)NCc3ccccc3CN3CCCC3)c2)cc1
    -0.1	1	1	1	11	0	-2	-7	12	0
> C=C(C)COc1ccc2c(C)c(CC(=O)N3C[C@H]4C[C@@H](C3)c3cccc(=O)n3C4)c(=O)oc2c1
    4.2	-1	0	0	3	1	4	5	-2	-1
> Cc1ccc(OC(=O)c2ccc3nc(C)sc3c2)cc1
    0.6	0	-5	1	-2	2	2	-4	-2	-1
> O=C1CSC(c2cccc([N+](=O)[O-])c2)N1c1ccccc1 (stereo unspecified)
    0.1	2	-2	4	5	-1	-9	2	1	1
> COc1cc(/C=N/N(C)C)ccc1OC(=O)c1cccs1
    -0.1	0	5	-3	5	1	5	-6	4	-2
> Cc1nn(-c2ccccc2)c(N2CCCC2)c1/C=C1\N=C(c2ccccc2)OC1=O
    -0.2	-8	1	-1	6	7	0	-4	-2	3
> Cc1sc2ncnc(OCC(=O)NC(C)C)c2c1C
    0.6	1	2	1	5	2	-9	5	15	4
> Cc1cc(C)c2[nH]c(=O)c(C(c3nnnn3CC3CCCO3)N3CCC(C)CC3)cc2c1 (stereo unspecified)
    3.0	-2	2	-3	-4	-3	4	-2	-2	1
> CC(=O)N1CCN(Cc2cc(=O)n3cc(Cl)c(C)c(Cl)c3n2)CC1
    1.3	1	1	0	9	-4	6	-1	-1	2
> O=C(NN1CCOCC1)c1cccc(Br)c1
    -0.5	1	-5	0	0	-5	0	-2	-3	0
> C=CCNC(=S)NS(=O)(=O)c1cccs1
    0.4	1	5	-3	5	1	4	-1	-3	0
> Nc1ccccc1NC1=CC(=O)CC(c2ccco2)C1 (stereo unspecified)
    -0.3	5	-6	-5	-3	-3	-2	4	19*	3
> O=C(CSc1ccc(Cl)cc1)NNC(=O)c1ccco1
    -0.1	-2	6	-3	1	-1	-4	-7	6	0
> CN(CC(=O)Nc1cc(C(F)(F)F)ccc1-n1cncn1)Cc1nc2ccccc2c(=O)[nH]1
    -0.2	-7	4	0	-6	-1	0	-3	-10	-4
> Cc1cc(F)ccc1NCc1cccnc1
    -0.4	-1	-6	1	1	-8	-4	0	4	3
> CN1CCN(S(=O)(=O)c2csc(C(N)=O)c2)CC1
    -0.1	-4	-2	0	0	-1	-3	2	-3	2
> Cc1ccc2ncnc(NCCCN3CCOCC3)c2c1
    0.2	1	-3	-1	-1	4	2	1	-1	0
> CCSC1=N/C(=C\c2cccnc2)C(=O)N1c1ccccc1
    1.1	0	5	3	-4	-4	2	-6	-1	-2
> Fc1ccc(CNC(=S)NC2CCCCC2)cc1
    0.4	-4	3	0	3	-1	0	1	9	-2
> CC(C)(C)C1CCC(OCC(O)CN2CCN(Cc3ccccc3)CC2)CC1 (stereo unspecified)
    0.3	3	-2	1	-8	2	2	-3	7	0
> CCCn1nc(C(=O)NCCc2ccc(S(N)(=O)=O)cc2)c2ccccc2c1=O
    0.1	1	14	11	4	4	4	4	5	-1
> COC(=O)[C@@]1(Cc2ccc(OC)cc2)[C@H]2c3cc(C(=O)N4CCCC4)n(CCn4cc([N+](=O)[O-])nc4C)c3C[C@H]2CN1C(=O)c1ccccc1
    0.4	-3	2	-3	4	7	4	-3	-3	3
> O=C1C2CCCN2C(=S)N1C1CCCCC1 (stereo unspecified)
    0.0	-6	-3	1	-3	-1	-1	5	-8	5
> Cc1nnnn1/C(=C\c1ccccc1)C(=O)OCC(=O)Nc1ccc(Cl)cc1F
    0.1	2	1	0	6	-3	7	-4	0	-3
> Nc1ccc(C(=O)OCC(=O)N2c3ccccc3Sc3ccccc32)cc1[N+](=O)[O-]
    0.3	1	-3	1	8	-3	5	-1	-26	-1
> OCc1cc(-c2ccccn2)no1
    -0.2	-1	1	0	-1	1	3	-4	-2	-3
> N/N=C(\c1ccccc1)C12CN3CN(CN(C3)C1)C2
    -0.1	-2	0	-8	4	-2	-9	-2	-4	1
> COc1cc(CCN(C(=O)c2cc3ccccc3[nH]2)C(C)c2nc3ccccc3[nH]2)cc(OC)c1 (stereo unspecified)
    0.7	0	-6	-3	5	-2	4	-5	-10	1
> COc1ccc(CNC(=O)C(C)NC(=O)c2cc3ccccc3o2)cc1 (stereo unspecified)
    0.1	3	8	-2	-7	0	3	0	6	-3
> CCCCNC(=O)c1nc(C2CCN(S(=O)(=O)c3ccccc3C(F)(F)F)CC2)oc1-c1cccc(C(F)(F)F)c1
    0.5	1	2	-1	14	-6	-6	-2	-1	2
> CN(NC(=O)c1ccco1)c1nc2ccccc2nc1C(F)(F)F
    0.2	1	3	0	-8	5	2	2	10	-3
> COC(=O)Cn1c(C)c(C(C)=O)c(C(C)=O)c1C
    -0.5	2	-1	3	6	1	-13	2	6	2
> COc1ccc(NC(=O)C2Cc3cccc(OC)c3O/C2=N\O)cc1 (stereo unspecified)
    0.5	-3	-5	0	8	-1	0	2	-9	1
> CCCc1nc2nc(C)c(NS(=O)(=O)c3ccc(Cl)cc3)c(=O)n2[nH]1
    -0.1	3	-6	-1	-4	0	6	0	-2	0
> COc1cc2c(cc1OC)C(C)N(CC(=O)Nc1ccc(S(=O)(=O)N3CCCC3)cc1)CC2 (stereo unspecified)
    6.2	2	-4	-2	5	-3	9	1	-3	-1
> O=C(c1ccc2oc(CCc3ccccc3)nc2c1)N1CCC(O)CC1
    0.4	4	5	4	11	-1	13	0	0	1

An excerpt from above in order of heavy-atom count, rising:
Every second line gives: proKLK7 act	LEDGF integ inh	Tn6 DDE FP	UHRF1 binding	TDP2 absorb	Tn7 DDE FP	TCR CD3 inh	MBD2 DNA inh	SIAE primary	PRMT1 inh
> CN(NC(=O)c1ccco1)c1nc2ccccc2nc1C(F)(F)F
    0.2	1	3	0	-8	5	2	2	10	-3
> COc1ccc(NC(=O)C2Cc3cccc(OC)c3O/C2=N\O)cc1 (stereo unspecified)
    0.5	-3	-5	0	8	-1	0	2	-9	1
> COc1ccc(CNC(=O)C(C)NC(=O)c2cc3ccccc3o2)cc1 (stereo unspecified)
    0.1	3	8	-2	-7	0	3	0	6	-3

Following part:
Every second line gives: proKLK7 act	LEDGF integ inh	Tn6 DDE FP	UHRF1 binding	TDP2 absorb	Tn7 DDE FP	TCR CD3 inh	MBD2 DNA inh	SIAE primary	PRMT1 inh
> CC(=O)C1=C(O)C(=O)N(c2cccnc2)C1c1cccc([N+](=O)[O-])c1 (stereo unspecified)
    -0.6	0	0	-1	4	-4	-2	5	6	6
> O=C(NC1CCC(O)CC1)c1ccc(NS(=O)(=O)c2cccc([N+](=O)[O-])c2)cc1 (stereo unspecified)
    0.2	-1	-5	1	2	4	-3	3	4	-2
> Cn1nc(C(C)(C)C)cc1C(=O)N1CCCCC1c1cc(C(=O)N2CCOCC2)no1 (stereo unspecified)
    -0.3	3	-7	2	-7	5	-3	-1	-2	-2
> Cc1cnc(C(=O)Nc2cccc3ncccc23)cn1
    0.1	0	5	0	7	4	-2	5	-4	2
> Cc1cccc(CN(C(=S)Nc2c(C)cccc2C)c2cccnc2)c1
    0.4	0	-1	0	15	-7	4	1	1	6
> O=C(Cc1ccccc1)NNC1CC(=O)N(c2ccc(Br)cc2)C1=O (stereo unspecified)
    -0.5	-2	-2	0	-2	1	3	-2	5	-1
> CN1CCC(N(C)C(=O)COc2ccccc2Cl)CC1
    -0.5	1	-6	0	-9	-3	-3	-5	4	0
> COc1ccc(N(CC(=O)N2CCCCCC2)S(=O)(=O)c2ccccc2[N+](=O)[O-])c(OC)c1
    0.1	2	1	-2	1	-9	6	-1	8	4
> COc1ccc(C)c2sc(NC(=O)CCS(=O)(=O)c3ccccc3)nc12
    0.0	-1	1	-5	7	3	4	-11	-3	1
> O=C(N/C(=C/c1ccc([N+](=O)[O-])cc1)C(=O)N1CCOCC1)c1ccco1
    -0.9	7	-4	-2	-2	-7	2	-2	-3	-4
> COc1ccc([N+](=O)[O-])cc1C(=O)NCCOc1ccc(Cl)cc1
    0.1	-1	1	-1	-8	0	5	-3	0	-2
> OCCN(C=NC1=NN(c2cccc(C(F)(F)F)c2)CC1)CCO
    -0.2	-5	-3	-4	1	1	0	0	3	1
> O=C(Nc1ccccc1Cl)c1cccs1
    0.2	-4	-2	6	-2	4	4	-4	-2	0
> O=C(CN1C(=O)S/C(=C\c2ccccc2)C1=O)Nc1cc([N+](=O)[O-])ccc1O
    -0.3	-5	-2	-1	9	-2	-11	-4	3	17
> COc1ccc(-c2cc(-c3ccccc3)n3ncnc3n2)cc1
    30*	4	-6	-2	-12	-7	6	1	-8	0
> O=c1cc(CSc2ccc([N+](=O)[O-])cc2)nc2sccn12
    -0.1	-3	-17	4	4	4	6	3	1	2
> O=C(COC(=O)CCC(=O)c1ccc(F)cc1)Nc1ccc(F)cc1F
    -0.3	-5	-9	0	7	0	-1	-1	-6	6
> CCCCNC(=S)Nc1cccc(S(=O)(=O)NC2=NCCC2)c1
    0.2	2	4	-3	10	2	2	4	4	0
> CCOC(=O)c1sc(NC(=O)/C=C/c2cnn(CC)c2C)c(C(=O)OCC)c1C
    -3.7	-1	6	-2	3	3	6	0	-11	10
> COc1ccc(C(=O)N2CCN(C(=O)CC(C)C)CC2)cc1OC
    -0.2	1	-3	3	4	2	-2	-1	5	1
> CCOCCCn1c(SCC(=O)Nc2oc(C)c3c(C)n[nH]c(=O)c23)nnc1-c1ccncc1
    -0.2	-6	-8	3	3	1	-7	-3	0	5
> Cc1ccccc1OCCC(=O)N1CCN(S(=O)(=O)c2ccccc2F)CC1
    0.0	0	11	0	5	-1	-2	2	-4	-1
> COc1ccc(NC(=O)Nc2nnc(CC(=O)Nc3ccccc3)s2)cc1
    1.0	5	-3	-2	-2	2	9	2	6	-2
> CCOc1cc(CO)cc(Br)c1OCC(=O)Nc1ccccc1C
    -0.3	0	-3	7	-3	2	-3	4	7	1
> CC(C)OCCCNC(=O)c1cc2c(s1)CS(=O)(=O)C2
    0.2	0	6	2	1	1	0	-5	4	-1

Random draw from the library; overall some 4.6% were active at least once.
